# Rab7 wt GTP bind = modulators of GTP binding to dog Rab7 wildtype GTPase; GST-Rab7 beads, fluorescent GTP binding, flow cytometry; actives lie on both sides; untreated = 100%, excess cold GTP = 0%; GTP binding activity (percent of control), % at 10 µM; 190,000 tested, 0.055% active;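 active = fluorescent GTP binding to Rab7 beads changed by at least 20 points from the 100% baseline, either direction, mostly lower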;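 note: median green fluorescence of bound Bodipy-FL-GTP per Rab7 bead population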
# Rac1 wt modul = human Rac1 wildtype GTP binding, inhibitors and activators. GTP binding activity (% of control), % at 10 µM. 190,000 tested, 0.27% active. GST-Rac1 beads, fluorescent GTP binding, flow cytometry; actives lie on both sides; 0 = cold GTP competed, 100 = untreated. AID 757. P63000;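 active = GTP binding activity at least 20 points away from the 100% control level, either lower or higher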
# Rab2A wt mod = changes GTP binding to wildtype dog Rab2A, up or down | P61105 | GST-Rab2 wt beads, Bodipy-GTP binding, flow cytometry | GTP binding activity, % at 10 µM | 190,000 tested, 0.19% active;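 active = GTP binding activity at least 20 points away from 100%, either lowered or raised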;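 note: 0% = beads with excess unlabeled GTP and 100% = no-compound control corrected for plate trend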
# Bcl-W Bim block = disrupts Bim peptide binding to human Bcl-W. inhibition, % at 10 µM. bead-based flow cytometry. 190,000 tested, 0.02% active. Q92843. AID 952;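 note: 0% = bound tracer without compound and 100% = peptide blocker; higher means less fluorescent Bim peptide bound to Bcl-W beads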
# Target sequence (Q92843 whole entry, looked up): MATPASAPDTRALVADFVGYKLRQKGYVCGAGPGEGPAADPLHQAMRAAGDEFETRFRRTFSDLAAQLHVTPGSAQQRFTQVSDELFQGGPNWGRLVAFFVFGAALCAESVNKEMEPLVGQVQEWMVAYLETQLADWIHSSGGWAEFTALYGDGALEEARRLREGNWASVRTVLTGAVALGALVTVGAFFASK
# Bcl-2 Bim block = disrupts Bim peptide binding to human Bcl-2. P10415. Bead-based flow cytometry, Bim peptide-Bcl-2 binding. inhibition, % at 10 µM. 190,000 tested, 0.06% active; in the data active = inhibition above about 40%;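 note: 0% = no compound wells with probe peptide and 100% = reference peptide inhibitor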
# Target sequence (P10415 whole entry, looked up): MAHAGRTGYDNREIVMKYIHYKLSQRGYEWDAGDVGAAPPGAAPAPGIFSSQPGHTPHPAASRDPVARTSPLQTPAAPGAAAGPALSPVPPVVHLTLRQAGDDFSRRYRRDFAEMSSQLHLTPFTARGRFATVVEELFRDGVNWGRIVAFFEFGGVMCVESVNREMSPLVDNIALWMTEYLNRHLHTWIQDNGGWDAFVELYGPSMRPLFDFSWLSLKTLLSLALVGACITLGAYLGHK
# Cdc42 wt = changes GTP binding to wildtype human Cdc42. P60953. 190,000 tested, 0.2% active. percent activity (GTP binding), % at 10 µM. GST-Cdc42 beads, Bodipy-GTP binding, flow cytometry; actives lie on both sides;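 active = percent activity GTP binding at least 20 points away from the 100% baseline, either down as inhibitor or up as activator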;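 note: median bead fluorescence of bound Bodipy-FL-GTP at 100 nM; 0% = excess unlabeled GTP control and 100% = no compound control; below 100% means less GTP binding so inhibitor and above means activator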
# Target sequence (P60953 whole entry, looked up): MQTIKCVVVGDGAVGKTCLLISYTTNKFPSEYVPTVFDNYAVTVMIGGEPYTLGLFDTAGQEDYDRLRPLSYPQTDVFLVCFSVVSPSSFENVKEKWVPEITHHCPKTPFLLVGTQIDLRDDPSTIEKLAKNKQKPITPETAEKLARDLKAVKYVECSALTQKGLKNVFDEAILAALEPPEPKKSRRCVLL
# Rac1 mut GTP = alters GTP binding to activated mutant human Rac1 | P63000 | GST-Rac1 activated beads, fluorescent GTP binding, flow cytometry; actives lie on both sides; 100% means binding = to untreated wells | percent activity (GTP binding), % at 10 µM | 190,000 tested, 0.11% active;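 active = GTP binding at least 20 percentage points away from the 100% baseline, in either direction, so actives lie on both sides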
# Bim-Bfl-1 = inhibitors of Bim-Bfl-1 interaction, human; Q16548; Bead-based flow cytometry, Bim-Bfl-1 binding inhibition; inhibition, % at 10 µM; 190,000 tested, 0.12% active;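 note: 0% = wells without compound plus tracer and 100% = blocker peptide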
# HRas wt GTP = human HRas wildtype GTP binding, change in either direction | P01112 | GST-Ras wt beads, Bodipy-FL-GTP binding, flow cytometry; actives lie on both sides | GTP binding activity, % at 10 µM | 190,000 tested, 0.14% active | AID 759;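 active = GTP binding activity at least 20% away from the 100% baseline, either lowered as inhibitor or raised as activator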;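 note: 0% = unlabeled GTP competition control and 100% = no-compound control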
# Target sequence (P01112 whole entry, looked up): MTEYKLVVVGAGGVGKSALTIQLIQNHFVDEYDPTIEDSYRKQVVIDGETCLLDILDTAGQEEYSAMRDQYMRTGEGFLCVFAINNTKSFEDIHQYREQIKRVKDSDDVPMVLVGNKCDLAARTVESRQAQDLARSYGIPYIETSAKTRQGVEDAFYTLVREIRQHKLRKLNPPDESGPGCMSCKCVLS
# Bim-Bcl-B = inhibitors of Bim-Bcl-B interaction, human; inhibition, % at 10 µM; Q9HD36; AID 951; bead-based flow cytometry, Bim peptide-Bcl-B binding; 190,000 tested, 0.073% active;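 note: 0% = tracer peptide without compound and 100% = reference inhibitor peptide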
# Bcl-XL Bim block = inhibitors of Bim-Bcl-XL interaction, human; Bim peptide-Bcl-XL binding, bead flow cytometry, fluorescence; AID 1007; inhibition, % at 10 µM; 190,000 tested, 0.04% active; Q07817
# Numbers without * were called inactive. Cut-off read from the data, not from the text of the source, unless noted: active = inhibition above about 40%. An unsorted share of the library. Share with any hit: about 0.62%.
cpd | Rab7 wt GTP bind | Rac1 wt modul | Rab2A wt mod | Bcl-W Bim block | Bcl-2 Bim block | Cdc42 wt | Rac1 mut GTP | Bim-Bfl-1 | HRas wt GTP | Bim-Bcl-B | Bcl-XL Bim block | molecule
1 | 98.0 | 102.0 | 99.0 | 2.0 | -1.0 | 100.0 | 102.0 | 0.0 | 101.0 | 1.0 | 3.0 | CN(C(=O)COC(=O)C1c2ccccc2Oc2ccccc21)C1CCS(=O)(=O)C1 (stereo not given)
2 | 93.0 | 92.0 | 92.0 | 2.0 | -3.0 | 94.0 | 94.0 | -5.0 | 95.0 | 0.0 | 0.0 | Nc1nc(Cl)cc(NCCc2ccc(O)cc2)n1
3 | 97.0 | 102.0 | 97.0 | 1.0 | 1.0 | 100.0 | 95.0 | 4.0 | 96.0 | -5.0 | -2.0 | CCOC(=O)c1c(NC(=O)CSc2nnc(-c3c[nH]c4ccccc34)n2CCOC)sc2c1CCCC2
4 | 100.0 | 104.0 | 101.0 | -4.0 | -10.0 | 102.0 | 99.0 | -16.0 | 100.0 | -8.0 | -10.0 | CCOC(=O)NC(=O)CSc1nnc(SCCC(=O)O)s1
5 | 96.0 | 100.0 | 98.0 | -1.0 | -1.0 | 99.0 | 97.0 | 1.0 | 97.0 | -2.0 | -3.0 | Cc1ccc(NC(=O)COC(=O)Cn2cnc3c2c(=O)n(C)c(=O)n3C)c(Cl)c1
6 | 97.0 | 93.0 | 94.0 | 0.0 | -3.0 | 90.0 | 93.0 | -4.0 | 94.0 | -3.0 | 0.0 | O=S(=O)(c1ccccc1)c1nc(-c2ccco2)oc1N1CCCCCC1
7 | 103.0 | 107.0 | 100.0 | 0.0 | -5.0 | 105.0 | 100.0 | -14.0 | 101.0 | 11.0 | -4.0 | Cn1c(SCc2nc3ccccc3[nH]2)nnc1-c1cnccn1
8 | 100.0 | 103.0 | 96.0 | -6.0 | -7.0 | 100.0 | 97.0 | -7.0 | 98.0 | -7.0 | -9.0 | O=[N+]([O-])c1ccc(OCCN2CCCCCC2)cc1
9 | 99.0 | 98.0 | 98.0 | -1.0 | -8.0 | 95.0 | 95.0 | -11.0 | 98.0 | -8.0 | -9.0 | CC(=O)c1cc2c(cc1NC(=O)C1CC=CCC1C(=O)O)OCO2 (stereo not given)
10 | 96.0 | 98.0 | 97.0 | 2.0 | -5.0 | 98.0 | 96.0 | -2.0 | 98.0 | -4.0 | 1.0 | Cc1ccc2c(c1)c1c(n2CC(O)Cn2c(C)nc3ccccc32)CCCC1 (stereo not given)
11 | 96.0 | 101.0 | 98.0 | 4.0 | -1.0 | 101.0 | 98.0 | -4.0 | 101.0 | -1.0 | -1.0 | Cc1cc(C)n2nc(NCc3ccccc3)nc2n1
12 | 98.0 | 104.0 | 102.0 | 17.0 | 21.0 | 102.0 | 100.0 | 12.0 | 102.0 | 17.0 | 5.0 | C/C(=N\NC(=O)c1csc(C)c1C)c1ccco1
13 | 103.0 | 104.0 | 102.0 | 2.0 | 1.0 | 98.0 | 97.0 | -3.0 | 101.0 | -1.0 | 0.0 | Cc1ccc(-c2cc(C(F)F)n3ncc(C(=O)N4CCc5ccccc5C4)c3n2)cc1
14 | 97.0 | 97.0 | 94.0 | -2.0 | -1.0 | 95.0 | 94.0 | -3.0 | 95.0 | -5.0 | 0.0 | Cc1cccc(-n2cc3c(=O)n(C)c(=O)n(C)c3c2)c1
15 | 103.0 | 99.0 | 101.0 | -1.0 | -3.0 | 101.0 | 99.0 | 0.0 | 101.0 | -4.0 | -1.0 | Clc1cccc(Cl)c1-c1nnc2ccc(N3CCOCC3)nn12
16 | 107.0 | 100.0 | 99.0 | -5.0 | -2.0 | 96.0 | 97.0 | -4.0 | 101.0 | -13.0 | -8.0 | COC(=O)c1ccccc1NC(=S)N1CCN(C2CCCCC2)CC1

# By substructure, the entries above with a furan ring, fused or not (2)
cpd | Rab7 wt GTP bind | Rac1 wt modul | Rab2A wt mod | Bcl-W Bim block | Bcl-2 Bim block | Cdc42 wt | Rac1 mut GTP | Bim-Bfl-1 | HRas wt GTP | Bim-Bcl-B | Bcl-XL Bim block | molecule
6 | 97.0 | 93.0 | 94.0 | 0.0 | -3.0 | 90.0 | 93.0 | -4.0 | 94.0 | -3.0 | 0.0 | O=S(=O)(c1ccccc1)c1nc(-c2ccco2)oc1N1CCCCCC1
12 | 98.0 | 104.0 | 102.0 | 17.0 | 21.0 | 102.0 | 100.0 | 12.0 | 102.0 | 17.0 | 5.0 | C/C(=N\NC(=O)c1csc(C)c1C)c1ccco1

# Full records, looked up by structure. Order of screens: Rab7 wt GTP bind, Rac1 wt modul, Rab2A wt mod, Bcl-W Bim block, Bcl-2 Bim block, Cdc42 wt, Rac1 mut GTP, Bim-Bfl-1, HRas wt GTP, Bim-Bcl-B, Bcl-XL Bim block
# C/C(=N\NC(=O)c1csc(C)c1C)c1ccco1 reads 98.0, 104.0, 102.0, 17.0, 21.0, 102.0, 100.0, 12.0, 102.0, 17.0, 5.0
# Cc1cc(C)n2nc(NCc3ccccc3)nc2n1 reads 96.0, 101.0, 98.0, 4.0, -1.0, 101.0, 98.0, -4.0, 101.0, -1.0, -1.0

# Other compounds follow:
cpd | Rab7 wt GTP bind | Rac1 wt modul | Rab2A wt mod | Bcl-W Bim block | Bcl-2 Bim block | Cdc42 wt | Rac1 mut GTP | Bim-Bfl-1 | HRas wt GTP | Bim-Bcl-B | Bcl-XL Bim block | molecule
17 | 102.0 | 105.0 | 101.0 | 0.0 | 2.0 | 101.0 | 98.0 | 1.0 | 103.0 | -1.0 | -3.0 | CCC(C)(C)NC(=O)C(c1ccc(OC)cc1)N(CC1CCCO1)C(=O)CCC(=O)Nc1cc(C)on1 (stereo not given)
18 | 102.0 | 99.0 | 101.0 | 0.0 | 2.0 | 99.0 | 97.0 | -5.0 | 99.0 | 0.0 | 1.0 | CCOc1ccc(NC(=O)N2CCN(CC)CC2)cc1
19 | 106.0 | 95.0 | 101.0 | -3.0 | -5.0 | 96.0 | 98.0 | -8.0 | 99.0 | -6.0 | -1.0 | Cc1ccccc1Nc1nc(N)nc(CSc2nnnn2C)n1
20 | 103.0 | 99.0 | 99.0 | -2.0 | -6.0 | 102.0 | 100.0 | -13.0 | 100.0 | -5.0 | -4.0 | Cc1ccccc1CSCC(=O)N1CCN(c2ccccc2)CC1
21 | 95.0 | 93.0 | 96.0 | 1.0 | 0.0 | 93.0 | 93.0 | -2.0 | 92.0 | -1.0 | 0.0 | COCc1cc(C)nc(OCC(=O)N/N=C/c2ccccc2O)c1C#N
22 | 101.0 | 101.0 | 97.0 | 2.0 | 1.0 | 97.0 | 98.0 | -2.0 | 97.0 | -3.0 | 3.0 | Cc1cc(Cl)ccc1OCC(=O)N1CCCN(C(=O)COc2ccc(Cl)cc2C)CC1
23 | 103.0 | 105.0 | 101.0 | 1.0 | -3.0 | 104.0 | 98.0 | 1.0 | 102.0 | 3.0 | 1.0 | CC(Nc1nc2ncn(Cc3ccccc3)c2c(=O)[nH]1)C(=O)O (stereo not given)
24 | 93.0 | 98.0 | 95.0 | -7.0 | -8.0 | 96.0 | 96.0 | -7.0 | 96.0 | -7.0 | -4.0 | Cc1cc(Cl)ccc1OCC(O)CN1C(C)CCCC1C (stereo not given)

# Part of the list above in order of molar mass, rising.
cpd | Rab7 wt GTP bind | Rac1 wt modul | Rab2A wt mod | Bcl-W Bim block | Bcl-2 Bim block | Cdc42 wt | Rac1 mut GTP | Bim-Bfl-1 | HRas wt GTP | Bim-Bcl-B | Bcl-XL Bim block | molecule
18 | 102.0 | 99.0 | 101.0 | 0.0 | 2.0 | 99.0 | 97.0 | -5.0 | 99.0 | 0.0 | 1.0 | CCOc1ccc(NC(=O)N2CCN(CC)CC2)cc1
23 | 103.0 | 105.0 | 101.0 | 1.0 | -3.0 | 104.0 | 98.0 | 1.0 | 102.0 | 3.0 | 1.0 | CC(Nc1nc2ncn(Cc3ccccc3)c2c(=O)[nH]1)C(=O)O (stereo not given)
21 | 95.0 | 93.0 | 96.0 | 1.0 | 0.0 | 93.0 | 93.0 | -2.0 | 92.0 | -1.0 | 0.0 | COCc1cc(C)nc(OCC(=O)N/N=C/c2ccccc2O)c1C#N

# As entered above.
# cpd 23 @ Bim-Bfl-1 = 1.0
# cpd 21 @ HRas wt GTP = 92.0
